Bioassay records from PubChem BioAssay.
D2 PAM: positive allosteric modulators of human D2 dopamine receptor; HEK293 T-REx D2, calcium flux, EC20 dopamine potentiation; AID 485347; potentiation, % at 10 µM; 0.34% of 340,000 active;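 active = potentiation over 3 SD above the plate norm, cut at about 30% in these data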; also: 0% is about no effect
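Using a no-wash calcium dye in inducible, force-coupled HEK293 Trex cells expressing D2, we tracked fluorescence each second for 180 s after compound, then for 180 s after EC20 dopamine to detect augmented signalling.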
GRP78 ERSR act: ER stress response induction in glioma; AID 602332; 0.02% of 420,000 active; Potency, µM, for inactives: at the top dose activation, most hits filed as activators; U87-MG GRP78 promoter luciferase reporter, 16 h; also: potency is read from the fitted curve at half-maximal effect; series mostly up to about 76 µM; % of control where 0% means no effect; nearly all actives have a fitted effect of over 35% in size
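ERSR induction read as luciferase luminescence (Bright-Glo, 10 min at room temperature) in stably transfected human U87-MG glioma cells exposed to compounds for 16 h, using GRP78 as sensor.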
D1 potentiator: potentiators of human D1 dopamine receptor; HEK293 TREx D1 cells, calcium flux, dopamine EC20 potentiation; 0.036% of 360,000 active; AID 504651; potentiation, % at 10 µM; P21728; in the data active = potentiation above about 30%; also: 0% is about no effect
Vif-A3G inh: inhibitors of Vif-APOBEC3G interaction; Q9HC16; HeLa A3G-eYFP + Vif (tagged APOBEC3G with the HIV-1 protein that degrades it), YFP fluorescence, overnight; Potency, µM (titrated, usually from 46.1 µM), for inactives: top-dose activity, negative = active, usual class: inhibitors; 0.076% of 410,000 active; AID 602310;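 also: potency is read from the fitted curve at half-maximal effect; % is scaled to controls: 0 for no effect and ±100 for the full control effect; nearly all actives have a fitted effect of over 60% in size; hits raise eYFP signal because A3G escapes Vif-driven loss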
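Read-out is eYFP fluorescence (Ex 488/Em 500-530) from Vif-expressing HeLa A3G-eYFP cells; more signal means A3G escaped Vif-mediated degradation. Cells plated overnight, compound pinned in, incubated overnight at 37 deg C.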
D1 ag: human D1 receptor agonism; HEK293 T-REx D1 cells, calcium flux, agonist mode; activation, % at 2 µM; 1% of 360,000 active; AID 504660; in the data active = activation above about 30%; also: 0% is about no effect
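Tetracycline-induced HEK293 TREx D1 cells, force-coupled to calcium signalling, were dye-loaded with a no-wash calcium kit. Compound was pin-added after a 10 s baseline. Fluorescence was read kinetically at 1 cycle/s for 180 s, with calcium rises flagged as agonism.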
Vif-APOBEC3F blk: blocks the Vif interaction with APOBEC3F; 0.2% of 390,000 active; Potency, µM (doses to about 46.1 µM), inactives show top-dose activity, negative = active; HeLa A3F-eYFP + Vif (tagged APOBEC3F with the HIV-1 protein that degrades it), YFP fluorescence increase; also: potency is read from the fitted curve at half-maximal effect; % of control where 0% means no effect; nearly all actives have a fitted effect of over 65% in size
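HeLa cells stably expressing A3F-eYFP plus Vif, plated and incubated overnight at 37 deg C, then exposed to compounds overnight at 37 deg C. Blocked degradation read as raised yellow fluorescence (Ex 488/Em 500-530).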
RXFP1 agonist: RXFP1 (human) receptor agonism; Q9HBX9; HEK293T-RXFP1 cAMP TR-FRET, 30 min; response scale: percent of porcine relaxin response, buffer zero; Potency, µM (highest dose often 57.5 µM), without a hit: at the highest dose activation, hits mostly activators; 0.3% of 370,000 active; AID 2676; also: potency is read from the fitted curve at half-maximal effect; % is scaled to controls: 0 for no effect and ±100 for the full control effect; nearly all actives have a fitted effect of over 60% in size; many of its hits are not listed in these tables
Target sequence (Q9HBX9 whole entry, looked up): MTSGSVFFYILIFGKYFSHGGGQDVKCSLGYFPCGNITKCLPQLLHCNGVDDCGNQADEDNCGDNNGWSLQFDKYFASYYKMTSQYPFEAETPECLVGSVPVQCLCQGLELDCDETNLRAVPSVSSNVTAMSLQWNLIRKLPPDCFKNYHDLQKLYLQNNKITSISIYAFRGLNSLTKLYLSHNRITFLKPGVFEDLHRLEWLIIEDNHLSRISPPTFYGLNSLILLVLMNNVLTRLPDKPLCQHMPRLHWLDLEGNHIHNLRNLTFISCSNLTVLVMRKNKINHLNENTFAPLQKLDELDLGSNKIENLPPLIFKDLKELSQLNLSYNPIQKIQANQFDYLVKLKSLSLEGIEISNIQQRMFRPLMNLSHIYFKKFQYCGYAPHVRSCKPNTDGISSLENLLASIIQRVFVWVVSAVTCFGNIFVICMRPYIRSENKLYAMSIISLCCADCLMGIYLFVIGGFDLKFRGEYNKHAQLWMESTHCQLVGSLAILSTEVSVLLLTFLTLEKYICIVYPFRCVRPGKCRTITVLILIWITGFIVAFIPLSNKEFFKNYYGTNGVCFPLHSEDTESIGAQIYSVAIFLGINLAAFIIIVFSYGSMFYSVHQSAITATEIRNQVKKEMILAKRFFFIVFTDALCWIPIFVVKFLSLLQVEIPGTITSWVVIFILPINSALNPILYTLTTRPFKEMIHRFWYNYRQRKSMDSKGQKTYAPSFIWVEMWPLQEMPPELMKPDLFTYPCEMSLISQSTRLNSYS
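cAMP rise read by TR-FRET after 30 min, 37C compound exposure (up to 58 uM) in RXFP1-transfected HEK293 cells with Ro 20174 present. EC50 from Hill-equation fits, with 29 nM porcine relaxin as 100% and buffer as basal.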
LDHA block: blocks human lactate dehydrogenase A. P00338. activity change, % (values are at about 110 or 230 µM). purified LDHA, NADH/diaphorase-resazurin fluorescence; hits give low values. 0.15% of 480,000 active. AID 1347041; in the data active = activity change below about -30%; inconclusive = mostly about -25% to -30%;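 also: plate controls were DMSO wells for no effect and wells without enzyme for full effect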
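LDH5 2 nM; NADH 0.06 mM, pyruvate 0.2 mM; 200 mM Tris pH 7.4, EDTA, Tween-20; 5 min RT. Detection: diaphorase 0.133 mg/mL + resazurin 37 µM, fluorescence ex540/em590 at 0 and 20 min; normalized to enzyme-free and DMSO wells.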
D1 antag: blocks dopamine activation of the human D1 receptor; AID 504652; 3.2% of 360,000 active; P21728; HEK293 TREx D1 cells, calcium flux, dopamine EC80; hits give low values; activity change, negative = inhibition, % at 10 µM; in the data active = activity change below about -30%; also: % is scaled to controls: 0 for no effect and ±100 for the full control effect
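Using tetracycline-induced force-coupled D1 Hek293 cells and a calcium dye, signals were followed for 180 s after compound, then for 180 s after EC80 dopamine, to detect inhibitors.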
* = called active by the depositor. Unless noted, calls follow the shape of the dose curve; as a rule, active = well fitted curve in the direction sought with a large enough effect; inconclusive = small, poorly fitted or top-dose-only effect, or another doubt; inactive = no such curve, though single readings can be large; an effect the other way counts as inactive or inconclusive.

Results for O=C1CC(N2CCN(C/C=C/c3ccccc3)CC2)C(=O)N1CCc1ccccc1 (centres undefined) ?
D2 PAM: 8; GRP78 ERSR act: -3%; D1 potentiator: -9; Vif-A3G inh: 1%; D1 ag: 10; Vif-APOBEC3F blk: -5%; RXFP1 agonist: 2.2%; LDHA block: -4; D1 antag: -22

Results for CCCCN1C(=O)C2NN=C(C(=O)OC)C2C1=O (centres undefined) ?
D2 PAM: 17; GRP78 ERSR act: -2%; D1 potentiator: -6; Vif-A3G inh: 2%; D1 ag: 2; Vif-APOBEC3F blk: -1%; RXFP1 agonist: 1.5%; LDHA block: -2; D1 antag: 4

What do the screens show for `COc1ccc(-c2nc3c(-c4ccc(Cl)cc4)cnn3cc2C)cc1F`?
D2 PAM: 5; GRP78 ERSR act: -6%; D1 potentiator: 7; Vif-A3G inh: -4%; D1 ag: 3; Vif-APOBEC3F blk: -11%; RXFP1 agonist: -0.9%; LDHA block: 0; D1 antag: 12

Results for COc1cccc(CC2(CO)CCCN(Cc3ccc4c(c3)OCCO4)C2)c1 (centres undefined) ?
D2 PAM: -28; GRP78 ERSR act: -6%; D1 potentiator: -5; Vif-A3G inh: 1%; D1 ag: 10; Vif-APOBEC3F blk: 12%; RXFP1 agonist: -3.0%; LDHA block: -4; D1 antag: 0

Results for c1coc(CNc2nc3ccccc3s2)c1 ?
D2 PAM: 8; GRP78 ERSR act: -5%; D1 potentiator: -3; Vif-A3G inh: 2%; D1 ag: 0; Vif-APOBEC3F blk: -1%; RXFP1 agonist: -1.9%; LDHA block: 0; D1 antag: -3

How did CCn1c(=O)c(CCC(=O)NCCN2CCOCC2)c(C)c2c(C)nn(-c3ccccc3)c21 do in these assays?
D2 PAM: 15; GRP78 ERSR act: -4%; D1 potentiator: -2; Vif-A3G inh: 7%; D1 ag: 1; Vif-APOBEC3F blk: 3%; RXFP1 agonist: 12%; LDHA block: -3; D1 antag: -3

Results for CSc1ccc(CN2CCC(N3CC(C)OC(C)C3)CC2)cc1 (centres undefined) ?
D2 PAM: -13; GRP78 ERSR act: -5%; D1 potentiator: -6; Vif-A3G inh: 1%; D1 ag: -3; Vif-APOBEC3F blk: 1%; RXFP1 agonist: -2.7%; LDHA block: -24; D1 antag: 23

Results for COc1ccc(C2=NOC(COC(=O)c3ccc4ccccc4n3)C2)cc1 (centres undefined) ?
D2 PAM: 1; GRP78 ERSR act: -1%; D1 potentiator: -2; Vif-A3G inh: -3%; D1 ag: 13; Vif-APOBEC3F blk: -3%; RXFP1 agonist: 1.3%; LDHA block: -3; D1 antag: -39*

How did N#Cc1c(-c2ccc3c(c2)OCO3)ccn2nc(-c3cccc(C(F)(F)F)c3)nc12 do in these assays?
D2 PAM: 14; GRP78 ERSR act: -6%; D1 potentiator: -6; Vif-A3G inh: -3%; D1 ag: 7; Vif-APOBEC3F blk: -2%; RXFP1 agonist: 3.2%; LDHA block: -10; D1 antag: -23

Results for CCN1C(=O)CSC1=NC12CC3CC(CC(C3)C1)C2 ?
D2 PAM: 12; GRP78 ERSR act: -3%; D1 potentiator: 3; Vif-A3G inh: -2%; D1 ag: -2; Vif-APOBEC3F blk: -17%; RXFP1 agonist: 5.3%; LDHA block: 5; D1 antag: 30

How did O=C(CCc1nc2ccccc2[nH]c1=O)OCC(=O)c1ccc(Cl)cc1 do in these assays?
D2 PAM: -9; GRP78 ERSR act: -3%; D1 potentiator: -5; Vif-A3G inh: -4%; D1 ag: 0; Vif-APOBEC3F blk: -5%; RXFP1 agonist: 3.2%; LDHA block: -10; D1 antag: -13

How did O=C(Cc1ccccc1)NN1C(=O)C2C3C=CC(C4CC34)C2C1=O (centres undefined) do in these assays?
D2 PAM: -8; GRP78 ERSR act: -4%; D1 potentiator: 5; Vif-A3G inh: -1%; D1 ag: 2; Vif-APOBEC3F blk: inconclusive; RXFP1 agonist: 1.4%; LDHA block: -8; D1 antag: 4

How did CCc1cccc(C)c1NC(=S)NCC(c1cccnc1)N1CCOCC1 (centres undefined) do in these assays?
D2 PAM: -4; GRP78 ERSR act: -2%; D1 potentiator: 3; Vif-A3G inh: 0%; D1 ag: -1; Vif-APOBEC3F blk: -16%; RXFP1 agonist: 0.2%; LDHA block: -8; D1 antag: 10

How did CC(Sc1nnc(-c2ccc(C(C)(C)C)cc2)n1C)C(N)=O (centres undefined) do in these assays?
D2 PAM: -1; GRP78 ERSR act: -1%; D1 potentiator: -2; Vif-A3G inh: 1%; D1 ag: 0; Vif-APOBEC3F blk: 2%; RXFP1 agonist: 1.2%; LDHA block: -3

How did COc1ccc(NC(=O)c2cc(-c3ccc4c(c3)OCO4)on2)cc1 do in these assays?
D2 PAM: -2; GRP78 ERSR act: -1%; D1 potentiator: 2; Vif-A3G inh: 4%; D1 ag: 5; Vif-APOBEC3F blk: 13%; RXFP1 agonist: 11%; LDHA block: -3; D1 antag: 3

How did CN(C)/C=C(\C#N)C(=O)Nc1ccc(F)cc1 do in these assays?
D2 PAM: 10; GRP78 ERSR act: 0%; D1 potentiator: 0; Vif-A3G inh: 1%; D1 ag: 1; Vif-APOBEC3F blk: 1%; RXFP1 agonist: 0.9%; LDHA block: -8; D1 antag: -14

Results for CCOC(=O)[C@H]1[C@H]2COc3ccc(Cl)cc3[C@@H]2N2C(=O)c3ccc(F)cc3NC(=O)[C@@]12C ?
D2 PAM: -2; GRP78 ERSR act: 0%; D1 potentiator: -6; Vif-A3G inh: -13%; D1 ag: 1; Vif-APOBEC3F blk: -7%; RXFP1 agonist: -0.1%; LDHA block: -4; D1 antag: 4

How did O=C1c2ccccc2C(Nc2ccc(S(=O)(=O)N3CCCCCC3)cc2)N1c1ccccn1 (centres undefined) do in these assays?
D2 PAM: -9; GRP78 ERSR act: -4%; D1 potentiator: 2; Vif-A3G inh: 0%; D1 ag: 0; Vif-APOBEC3F blk: -3%; RXFP1 agonist: 2.7%; LDHA block: 2; D1 antag: -7

Results for O=C(NCc1cccc2ccccc12)c1cccs1 ?
GRP78 ERSR act: -1%; D1 potentiator: 7; Vif-A3G inh: -5%; D1 ag: 1; Vif-APOBEC3F blk: -2%; RXFP1 agonist: 1.4%; LDHA block: -3

How did CCOC(=O)c1sc(NC(=O)CSc2nccc(C)n2)c(C#N)c1C do in these assays?
D2 PAM: 21; GRP78 ERSR act: -4%; D1 potentiator: -1; Vif-A3G inh: 0%; D1 ag: 4; Vif-APOBEC3F blk: 5%; RXFP1 agonist: 1.5%; LDHA block: -11

Results for CCOC(=O)CNc1nc(Cl)c(C#N)s1 ?
D2 PAM: 5; GRP78 ERSR act: -4%; D1 potentiator: -11; Vif-A3G inh: 1%; D1 ag: 8; Vif-APOBEC3F blk: 0%; RXFP1 agonist: 0.2%; LDHA block: 0; D1 antag: 1

How did Oc1oc(-c2ccco2)nc1C=Nc1ccccc1 do in these assays?
D2 PAM: 4; GRP78 ERSR act: 3%; D1 potentiator: -1; Vif-A3G inh: -2%; D1 ag: -1; Vif-APOBEC3F blk: -13%; RXFP1 agonist: -2.9%; LDHA block: 3; D1 antag: 2

How did Cc1cccc(NS(=O)(=O)c2ccc(NC(=O)N3CCCCC3)cc2)c1 do in these assays?
D2 PAM: 6; GRP78 ERSR act: -3%; D1 potentiator: 0; Vif-A3G inh: -3%; D1 ag: 18; Vif-APOBEC3F blk: 1%; RXFP1 agonist: -0.6%; LDHA block: -3; D1 antag: -3

Results for Cc1ccccc1Cn1c(C)c(CNCc2ccccc2)c(C(=O)O)c1C ?
D2 PAM: 0; GRP78 ERSR act: -2%; D1 potentiator: 0; Vif-A3G inh: -1%; D1 ag: -1; Vif-APOBEC3F blk: -7%; RXFP1 agonist: 1.8%; LDHA block: -7; D1 antag: -7

Results for O=C(NN1C(=O)C2C3C=CC(C3)C2C1=O)c1cccc(Cl)c1 (centres undefined) ?
D2 PAM: -4; GRP78 ERSR act: -2%; D1 potentiator: -3; Vif-A3G inh: 5%; D1 ag: 1; Vif-APOBEC3F blk: 10%; RXFP1 agonist: 0.2%; LDHA block: 2; D1 antag: -2

How did COc1ccc(CNC(=O)C/C(C)=N/NC(=O)COc2cccc(C)c2)cc1 do in these assays?
D2 PAM: -3; GRP78 ERSR act: 2%; D1 potentiator: 5; Vif-A3G inh: -1%; D1 ag: 0; Vif-APOBEC3F blk: -1%; RXFP1 agonist: -1.5%; LDHA block: -1; D1 antag: 9

Among those listed so far, these contain a thiophene ring, fused or not.
Results for O=C(NCc1cccc2ccccc12)c1cccs1 ?
GRP78 ERSR act: -1%; D1 potentiator: 7; Vif-A3G inh: -5%; D1 ag: 1; Vif-APOBEC3F blk: -2%; RXFP1 agonist: 1.4%; LDHA block: -3

How did CCOC(=O)c1sc(NC(=O)CSc2nccc(C)n2)c(C#N)c1C do in these assays?
D2 PAM: 21; GRP78 ERSR act: -4%; D1 potentiator: -1; Vif-A3G inh: 0%; D1 ag: 4; Vif-APOBEC3F blk: 5%; RXFP1 agonist: 1.5%; LDHA block: -11

Not all compounds are listed, so the mix of outcomes need not match the whole.
